Abeta rescue: restores growth of yeast expressing A-beta42 peptide; yeast expressing A-beta42, growth rescue, OD600, 48 h; response scale: 0% DMSO, 100% iron-clioquinol control; Potency, µM (titrated, usually from 46.1 µM), without a hit: at the highest dose growth rescue, hits mostly activators; hit rate 0.063% among 410,000; AID 1347071; further: potency means the concentration at half of the fitted maximal effect; nearly all actives have a fitted effect of over 55% in size
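Growth rescue measured by 600 nm absorbance after 48 h yeast culture at 30 C with compound. Values normalized between DMSO and an equimolar ferric chloride plus clioquinol control.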
EPAC2 agonist: agonists of human EPAC2 (RAPGEF4). EPAC2 activation, biochemical qHTS; response scale: 100% = 6.5 mM cAMP response. AID 720711. Q8WZA2. hit rate 0.079% among 360,000. Potency, µM (highest dose often 154 µM), for inactives: at the top dose activation, most hits filed as activators; further: potency means the concentration at half of the fitted maximal effect; nearly all actives have a fitted effect of over 50% in size
Target sequence (Q8WZA2 whole entry, looked up): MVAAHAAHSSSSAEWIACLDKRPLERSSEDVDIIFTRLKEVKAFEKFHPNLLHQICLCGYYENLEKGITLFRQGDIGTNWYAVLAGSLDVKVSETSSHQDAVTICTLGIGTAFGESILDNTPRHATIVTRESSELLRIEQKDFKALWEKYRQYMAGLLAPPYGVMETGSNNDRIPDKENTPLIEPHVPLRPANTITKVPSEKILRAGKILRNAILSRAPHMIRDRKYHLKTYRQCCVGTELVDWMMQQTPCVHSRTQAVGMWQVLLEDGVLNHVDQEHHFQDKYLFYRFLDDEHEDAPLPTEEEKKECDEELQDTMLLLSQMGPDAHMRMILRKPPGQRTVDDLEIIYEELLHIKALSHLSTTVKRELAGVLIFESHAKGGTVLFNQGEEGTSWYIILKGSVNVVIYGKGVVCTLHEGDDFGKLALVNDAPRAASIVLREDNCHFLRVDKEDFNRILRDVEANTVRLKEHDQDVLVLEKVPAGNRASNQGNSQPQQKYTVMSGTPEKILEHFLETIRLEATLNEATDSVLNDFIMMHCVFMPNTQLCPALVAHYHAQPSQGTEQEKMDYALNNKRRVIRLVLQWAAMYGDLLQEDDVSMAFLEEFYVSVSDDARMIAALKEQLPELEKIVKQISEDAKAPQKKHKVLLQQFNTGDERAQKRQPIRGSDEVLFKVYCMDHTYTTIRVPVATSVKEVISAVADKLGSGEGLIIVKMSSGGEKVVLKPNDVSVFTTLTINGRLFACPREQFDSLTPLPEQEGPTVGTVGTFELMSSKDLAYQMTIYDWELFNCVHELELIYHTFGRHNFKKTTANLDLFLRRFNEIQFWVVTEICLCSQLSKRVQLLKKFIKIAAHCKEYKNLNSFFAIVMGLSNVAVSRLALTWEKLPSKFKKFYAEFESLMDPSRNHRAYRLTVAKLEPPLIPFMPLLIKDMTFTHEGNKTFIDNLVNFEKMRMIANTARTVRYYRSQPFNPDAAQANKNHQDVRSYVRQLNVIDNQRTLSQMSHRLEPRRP
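Nucleotide exchange monitored as fluorescence drop when BODIPY-GDP leaves Rap1B. Reaction: 100 nM EPAC2, 250 nM RAP1B-BODIPY-GDP, 50 uM GDP, room temperature, kinetic read over 30 min. Activity expressed relative to 6.5 mM cAMP.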
FUS yeast rescue: FUS proteinopathy suppression in yeast. S. cerevisiae FUS-expressing, growth rescue, OD600, 24 h. Potency, µM (doses to about 76.6 µM), without a hit: top-dose growth rescue (activation), usual class: activators. hit rate 0.24% among 390,000;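 further: potency means the concentration at half of the fitted maximal effect; plate controls were DMSO vehicle for no effect and reference control for full effect; nearly all actives have a fitted effect of over 55% in size; some results filed as inactive show a strong effect at the top dose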
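Compound concentration series was pinned onto galactose-induced FUS-expressing yeast seeded at OD 0.005. Plates sat 24hr at 30C; absorbance at 600 nm gave growth. DMSO served as background control.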
DRD3 agonist: activates the human D3 dopamine receptor; hit rate 0.58% among 410,000; P35462; max activation, %; D3R DiscoveRx beta-arrestin cells, luminescence, 90 min; in the data active means max activation above about 30%; further: 0% is about no effect; mostly tested at two doses, the higher about 12 µM
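Agonist-mode cell screen: cells plated at 1500/well and incubated overnight at 37 °C, then exposed to library compounds for 90 min at 37 °C. Detection reagent was added for 30–60 min at room temperature, and luminescence was read.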
DRD3 antagonist: D3 dopamine receptor (human) antagonism. P35462. D3R cells, DiscoveRx beta-arrestin luminescence, antagonist mode; active compounds read low. max response, negative = inhibition, %. hit rate 2.5% among 360,000; in the data active means max response below about -50%; inconclusive means no clear call, values can overlap the other calls; further: on the % scale 0 is the no-effect control and ±100 the full control effect; mostly tested at two doses, the higher about 12 µM
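Cells plated overnight at 1500 cells/well, then exposed to library compounds with dopamine controls for 90 minutes at 37 degrees C. DiscoveRx reagent added for 30–60 minutes at room temperature; luminescence read, quantitative HTS format.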
EPAC2 antagonist: antagonists of human EPAC2; Q8WZA2; EPAC2 GEF exchange of Rap1B-BODIPY-GDP, fluorescence; Potency, µM (doses to about 114 µM), for the others: at the highest dose activity, negative = inhibition, actives largely listed as inhibitors; hit rate 0.18% among 360,000; AID 720708; further: potency means the concentration at half of the fitted maximal effect; on the % scale 0 is the no-effect control and ±100 the full control effect; nearly all actives have a fitted effect of over 45% in size; many of its hits are not listed in these tables
TDP-43 yeast inh: TDP-43 toxicity inhibition in yeast; TDP-43 expressing yeast growth rescue, BacTiter-Glo, 24 h; Potency, µM (series often up to 46.1 µM), without a hit: at the top dose growth rescue (activation), most hits filed as activators; hit rate 1.8% among 410,000; AID 652104; further: potency means the concentration at half of the fitted maximal effect; % of control where 0% means no effect; nearly all actives have a fitted effect of over 50% in size
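Yeast cells expressing TDP-43 under galactose induction are exposed to compounds for 24 hr at 30 deg C. BacTiter-Glo luminescence measures growth, so protective compounds score as activators.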
aSyn rescue: rescues yeast growth from alpha-synuclein toxicity; hit rate 0.14% among 370,000; Yeast expressing alpha-synuclein, growth rescue, BacTiter-Glo, 24 h; Potency, µM (highest dose often 46.1 µM), inactives show at the highest dose growth rescue (activation), actives largely listed as activators; further: potency means the concentration at half of the fitted maximal effect; % of control where 0% means no effect; nearly all actives have a fitted effect of over 65% in size
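Galactose-induced alpha-syn yeast (OD600=0.02, raffinose-pregrown) + pinned cpd, 24 hr, 30 deg C; growth by BacTiter-Glo luminescence. Growth restoration scores as activation.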
* = called active by the depositor; ? = inconclusive; / = not tested or not shown; [ ] = another dose, or the depositor's remark. Unless noted, the call rests on the fitted dose curve; in most records, active means well fitted curve in the direction sought with a large enough effect; inconclusive means small, poorly fitted or top-dose-only effect, or another doubt; inactive means no such curve, though single readings can be large; an effect the other way counts as inactive or inconclusive. Some of the compounds tested; count on the stated rates, not on these rows.

The opening 9 entries as a preview:
Results follow in this order: Abeta rescue, EPAC2 agonist, FUS yeast rescue, DRD3 agonist, DRD3 antagonist, EPAC2 antagonist, TDP-43 yeast inh, aSyn rescue
COc1ccccc1N1CCN(C(=O)CCn2c(=O)[nH]c3ccccc3c2=O)CC1
→ -5%, 5%, 5%, 1, 10, 14%, 0%, -14%
COC(=O)CSc1cc(C)nc2ccc(OC)cc12
→ 23%, -1%, 6%, 1, 3, 6%, 14%, 0%
Cc1cc(Cl)c(OCCOCCN2CCN(C)CC2)c(Br)c1
→ -13%, 4%, -1%, -22, 1, 0%, -15%[1.82 µM], 0%
O=C(Nc1ccc2c(c1)OCO2)c1c(F)c(F)c(F)c(F)c1F
→ 9%, -2%, -1%, 8, 7, 6%, -6%, -9%
Nc1ccc2oc(=O)c3ccccc3c2c1
→ -19%, 0%, /, -6, -6, -14%, 13µM*, 19%
C[C@H](CO)N1C[C@H](C)[C@@H](CN(C)Cc2ccncc2)Oc2ccc(NC(=O)CCCCCC(=O)Nc3ccccc3N)cc2C1=O
→ 1%, -5%, 5%, -7, -23, 0%, -4%, -2%
COc1ccc(NC(=O)c2cccc(N3C(=O)C4CCC(C)CC4C3=O)c2)c(OC)c1 (stereo not given)
→ -2%, 20%, 22%, -3, 10, 1%, 5%, -3%
CCOC(=O)c1c(NC(=O)c2cc(OCC)c(OCC)c(OCC)c2)sc2c1CCCCC2
→ 0%, /, 10%, -2, /, /, 7%, /
Cn1c(SCC(=O)Nc2ccccc2Oc2ccccc2)nnc1C1CC1
→ 2%, 11%, -7%, 1, -8, -8%, 13%, -1%

The whole of this part (from the top)
Results follow in this order: Abeta rescue, EPAC2 agonist, FUS yeast rescue, DRD3 agonist, DRD3 antagonist, EPAC2 antagonist, TDP-43 yeast inh, aSyn rescue
COc1ccccc1N1CCN(C(=O)CCn2c(=O)[nH]c3ccccc3c2=O)CC1
→ -5%, 5%, 5%, 1, 10, 14%, 0%, -14%
COC(=O)CSc1cc(C)nc2ccc(OC)cc12
→ 23%, -1%, 6%, 1, 3, 6%, 14%, 0%
Cc1cc(Cl)c(OCCOCCN2CCN(C)CC2)c(Br)c1
→ -13%, 4%, -1%, -22, 1, 0%, -15%[1.82 µM], 0%
O=C(Nc1ccc2c(c1)OCO2)c1c(F)c(F)c(F)c(F)c1F
→ 9%, -2%, -1%, 8, 7, 6%, -6%, -9%
Nc1ccc2oc(=O)c3ccccc3c2c1
→ -19%, 0%, /, -6, -6, -14%, 13µM*, 19%
C[C@H](CO)N1C[C@H](C)[C@@H](CN(C)Cc2ccncc2)Oc2ccc(NC(=O)CCCCCC(=O)Nc3ccccc3N)cc2C1=O
→ 1%, -5%, 5%, -7, -23, 0%, -4%, -2%
COc1ccc(NC(=O)c2cccc(N3C(=O)C4CCC(C)CC4C3=O)c2)c(OC)c1 (stereo not given)
→ -2%, 20%, 22%, -3, 10, 1%, 5%, -3%
CCOC(=O)c1c(NC(=O)c2cc(OCC)c(OCC)c(OCC)c2)sc2c1CCCCC2
→ 0%, /, 10%, -2, /, /, 7%, /
Cn1c(SCC(=O)Nc2ccccc2Oc2ccccc2)nnc1C1CC1
→ 2%, 11%, -7%, 1, -8, -8%, 13%, -1%
Cc1[nH]c2ccccc2c1CCNC(=O)CCC(=O)c1ccccc1
→ 5%, 0%, -12%, -1, 1, 3%, -3%, 7%
CNc1c(NS(=O)(=O)c2ccc(F)cc2)c(=O)oc2ccccc12
→ -1%, 8%, -2%, 5, 12, 0%, -12%, -10%
CN(C)c1oc(-c2ccccc2)nc1C#N
→ -8%, 11%, -2%, -18, ?, -9%, -2%, -5%
COC(=O)c1ccc(C2C(C(C)=O)=C(O)C(=O)N2CCO)cc1 (stereo not given)
→ -1%, 8%, 0%, -8, -21, 5%[57.1 µM], -13%, 1%
COc1ccc(C(=O)C2CCCN(Cc3cccn3-c3ccc(Cl)cn3)C2)c(OC)c1 (stereo not given)
→ -11%, 1%, 15%, -5, 2, 2%, 8%, 4%
CCc1noc(C)c1C(=O)N1CCN(S(=O)(=O)c2ccccc2C(F)(F)F)CC1
→ -1%, -6%, -1%, 9, 20, -1%, 6%, 8%
COC(=O)c1cn(C(=O)c2ccc(C)cc2)c2ccccc12
→ -12%, 20%, -17%, 0, 6, ?, -13%, -6%
CCN(CC)C(=O)c1ccc(-c2nnc(OC)c3ccccc23)cc1
→ 14%, 16%, 2%, 6, -10, 6%, -3%, 9%
CCOc1ccc(CCNC(=O)COC(=O)C2CCN(c3ccc(C(F)(F)F)cn3)CC2)cc1OCC
→ 25%, -11%, ?, 5, 18, -20%, 28%, -9%
Cc1ccc(-c2nc3ncccc3o2)cc1NC(=O)c1ccccc1
→ 5%, 8%, -6%, 8, 0, 7%, -9%, -3%
COc1ccccc1NC(=O)CN1C(=O)C(c2ccc(F)cc2)=NC12CCCCC2
→ 4%, /, 33%, 6, /, /, ?, /
Cc1nn(-c2ccc(F)cc2)c(Cl)c1C(=O)NCC1CCCO1 (stereo not given)
→ 2%, 4%, -5%, 7, -28, -23%, -3%, -6%[1.84 µM]
Cc1ccccc1NC(=O)CSCc1cc(=O)n2ccsc2n1
→ -4%, 1%, 7%, -1, 18, -2%, -6%, -8%
Cc1nnc(NC(=O)CSc2nnc(C)n2-c2ccc(F)cc2)s1
→ -5%, 6%, -26%, -3, 5, 1%, 14%, 2%
O=C(Nc1nc(-c2ccco2)c(-c2ccco2)s1)C1CC(=O)N(c2ccc3c(c2)OCCO3)C1 (stereo not given)
→ -2%, 2%, ?, 3, ?, 2%, 6%, ?
COc1ccc(NC(=O)CCCc2nnc3n(C)c(=O)c4sccc4n23)cc1
→ -3%, 5%, -22%, -3, 6, 0%, 10%, -3%
COc1ccc(NC(=O)c2cccnc2Nc2ccc(OC)cc2)cc1
→ 36%, 5%, 36%, 7, -11, -5%, ?, -6%
NC(=O)c1csc(C2OC(CO)C(O)C2O)n1 (stereo not given)
→ -17%, 5%, -12%, 0, -12, 8%, 2%, -9%
Cc1cc(OC(C)C(=O)N/N=C/CC(C)c2ccccc2)ccc1Cl (stereo not given)
→ -14%, -6%, 8%, 1, -12, -2%, -4%, -7%
O=C(CSc1nnc(-c2ccncc2)o1)Oc1ccccc1
→ -6%, 2%, -7%, 0, 32, 0%, 15%, 5%
CCOc1ccc(C(CC(=O)O)NC(=O)Cc2ccccc2)cc1OC (stereo not given)
→ -4%, 2%, -23%, -3, 12, 2%, -5%, 11%

Further compounds:
Results follow in this order: Abeta rescue, EPAC2 agonist, FUS yeast rescue, DRD3 agonist, DRD3 antagonist, EPAC2 antagonist, TDP-43 yeast inh, aSyn rescue
O=C(CCN1C(=O)c2ccccc2C1=O)Nc1cc(F)ccc1F
→ -4%, 6%, 16%, 1, 14, 1%, 3%, -1%
CCOC(=O)CNC(=O)c1cccnc1
→ -7%, -9%, 9%, -4, -10, -4%, -2%, 0%
Cc1ccccc1CSCC(=O)Nc1ccccc1F
→ 15%, 0%, 3%, 3, 8, -10%, ?, 0%
C=CCNc1nnc(SCC(=O)N2CCCCC2)c2ccccc12
→ 5%, -6%, 24%, 12, 4, 0%, 6%, 0%
CCCCSc1nnc(-c2ccccc2NC(C)=O)c(=O)[nH]1
→ -24%, 11%, 29%, 2, 3, 23%, -40%, -2%
COC(=O)CSc1ccccc1C(=O)OC
→ 10%, 11%, 4%, 0, 23, 13%, -10%, -9%
CCOC(=O)CSc1nn(C)c(=S)s1
→ 4%, 1%, -24%, 3, 3, -2%, 0%, 2%
O=C(COC(=O)CNC(=O)c1ccco1)Nc1ccc(Cl)cn1
→ -9%, -1%, -11%, -1, 0, 0%, 7%, 1%
COc1cc(C(O)c2nc(-c3cccc(C#N)c3)cs2)ccc1F (stereo not given)
→ 18%, 13%, 13%, 10, 11, -16%, 10µM*, ?
Cc1cccc(CN(Nc2ccccc2)c2ccccc2)n1
→ 3%, 13%, -26%, 3, -7, -26%, 15%, ?
c1ccc2cc(OCCN3CCCC3)ccc2c1
→ 1%, 13%, -9%, -28, -61*, -1%, -14%, -5%
O=C(c1ccc(Cl)c(S(=O)(=O)N2CCCC2)c1)N1CCN(c2ncccn2)CC1
→ -10%, 0%, 16%, -1, -9, 11%, 11%, -1%
COC(=O)CSc1nc2ncc(Cl)cc2[nH]1
→ 21%, -9%, -21%, 2, 17, 8%, 5%, 1%
CCCCOc1ccccc1NC(=O)c1ccc(=O)[nH]c1
→ 8%, 3%, 3%, 2, -4, 4%, 2%, 4%
CN(CCNC(=O)C1CCN(S(=O)(=O)c2cnc[nH]2)CC1)Cc1ccccc1
→ 0%, -12%, 1%, 1, 10, 8%, 1%, 4%
CN(C)/C=C/C(=O)/C=C/c1ccc(Cl)cc1
→ -93%[inhibitor], 3%, 17%, 7, -13, -2%, -91%[inhibitor], -79%[inhibitor]
CCn1cnc2c(NCCc3cccnc3)nc(C#N)nc21
→ -8%, 5%, -22%, /, /, 0%, /, /
O=C(Nc1ccccc1Oc1cccnc1)C1CCCN(Cc2ccc(F)cc2)C1 (stereo not given)
→ 6%, 0%, 2%, -8, -1, -19%, 17%, 1%
Cc1ccc(C)c(N2C(=O)CC(Cc3ccccc3)C2=O)c1 (stereo not given)
→ -1%, 1%, -2%, -2, -11, 7%, -7%, -5%
CC(=O)Nc1ccc(NC(=O)COc2ccc(S(=O)(=O)N3CCCC3)cc2)cc1
→ 7%, -2%, 7%, 3, 4, 0%, -1%, 1%
CCOC(=O)c1cc(Cl)c2c(ccc3ccccc32)n1
→ -8%, 1%, -1%, -4, -16, 12%, 11%, ?
Cc1cc(OCC(=O)Nc2nccs2)c2c(C)c(C)c(=O)oc2c1
→ -7%, -9%, -10%, 14, 52, ?, 8%, 2%
O=c1[nH]nc(SCc2nnc(-c3ccc([N+](=O)[O-])cc3)o2)n1C1CCCCC1
→ -2%, 1%, 21%, 6, 5, -5%, -6%, -8%
Cn1c(=O)n(C)c2cc(N3CCCCC3)c(NC(=O)c3ccccc3)cc21
→ -12%, -6%, 6%, 1, -5, -3%, 17%, -1%
C=CCN(c1ccccc1)S(=O)(=O)c1cccc(C(=O)OCC(=O)NCCOC)c1
→ 2%, 12%, 11%, 3, 1, -11%, 2%, 0%
COc1cc(C(=S)N2CCOCC2)ccc1OC(=O)c1cc([N+](=O)[O-])cc([N+](=O)[O-])c1
→ -2%, 13%, /, 2, -20, -5%, 8%, 0%
O=C(c1ccco1)N1CCN(C(=O)c2nn3cccnc3c2Cl)CC1
→ 4%, 13%, -7%, -8, 17, 2%, -13%, -6%
